Bioassay records (PubChem BioAssay)
MEP2 TOR yeast: yeast TOR pathway MEP2-GFP modulation | GFP response vs DMSO, % at 10 µM | AID 2016 | S. cerevisiae MEP2-GFP strain, flow cytometry GFP, 3 h; 100% = DMSO control level | 330,000 compounds, 0.51% hits;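 active = GFP response versus DMSO above a set limit, roughly screen mean plus 3 SD, cut at about 180% in these data; inconclusive = fewer than 70 cells counted for a yeast strain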;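 also: median GFP fluorescence of the barcode-gated MEP2-GFP cells per well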
AHR activator: activators of human aryl hydrocarbon receptor; P35869; AHR-responsive luciferase reporter cells, luminescence; activation, % at 5 µM; 320,000 compounds, 2.5% hits; AID 2796; in the data active = activation above about 47%;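 also: 0% = vehicle wells and 100% = reference agonist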
AGP1 TOR yeast: modulators of TOR pathway AGP1-GFP in S. cerevisiae. AID 2066. S. cerevisiae AGP1-GFP multiplex flow cytometry, 3 h; GFP as percent of DMSO wells. GFP response vs DMSO, % at 10 µM. 320,000 compounds, 0.02% hits;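 active = GFP response relative to DMSO above a set limit, near screen average plus 3 SD, cut at about 150% in these data; inconclusive = fewer than 70 cells counted for the yeast strain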;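 also: median GFP channel fluorescence of the gated AGP1 strain per well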
procasp3 activ: procaspase-3 (human) activation; recombinant procaspase-3 D3A, Ac-DEVD-pNA absorbance 405 nm; activation, % at 8.5 µM; 330,000 compounds, 0.11% hits; P42574;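 active = activation above the mean of all tested compounds plus 3 SD, cut at about 21% in these data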;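 also: 0% = DMSO alone and 100% = DMSO wells spiked with extra 5 µM PC-3 D3A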
Target sequence (P42574 whole entry D9A/D28A/D175A): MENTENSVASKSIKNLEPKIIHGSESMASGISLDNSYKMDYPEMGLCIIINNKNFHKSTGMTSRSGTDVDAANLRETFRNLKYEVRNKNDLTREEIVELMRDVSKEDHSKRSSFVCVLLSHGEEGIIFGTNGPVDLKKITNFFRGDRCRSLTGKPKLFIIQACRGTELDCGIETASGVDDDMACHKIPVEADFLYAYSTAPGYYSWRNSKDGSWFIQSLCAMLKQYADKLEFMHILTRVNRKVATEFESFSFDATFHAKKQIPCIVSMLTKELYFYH
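System: Procaspase-3 D3A mutant. Medium: Zinc-free 300 mM NaCl, 50 mM HEPES, 0.01% Triton X-100. Schedule: 1 h preincubation plus 2 h reaction at 25 °C. Measured by: 405 nm absorbance of p-nitroaniline, reads at 0 and 120 min. Read-out: percent activation relative to control range.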
RPL19A TOR yeast: alters RPL19A-GFP fluorescence in TOR pathway yeast screen; S. cerevisiae RPL19A-GFP strain, flow cytometry, 3 h; hits give low values; percent response vs DMSO, % at 10 µM; 330,000 compounds, 0.3% hits;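 active = percent response vs DMSO below 50%; inconclusive = fewer than 70 events counted for the yeast strain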;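 also: median channel GFP fluorescence of the barcoded RPL19A-GFP strain; ratio of sample median GFP to plate DMSO average so 100% = DMSO; lower means less RPL19A-GFP as with rapamycin TOR inhibition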
LAP4-GFP MLPCN: modulators of TOR pathway LAP4-GFP in S. cerevisiae. S. cerevisiae LAP4-GFP multiplex, flow cytometry GFP, 3 h; median GFP as percent of DMSO wells. 320,000 compounds, 0.34% hits. GFP response vs DMSO, % at 10 µM;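 active = GFP response vs DMSO above a set limit, about the screen mean plus 3 SD, cut at about 150% in these data; inconclusive = under 70 cell events counted for the yeast strain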
CIT2-GFP yeast: alters CIT2-GFP fluorescence in TOR pathway yeast screen. S. cerevisiae CIT2-GFP strain, flow cytometry, 3 h; 100 means same as DMSO wells. GFP response vs DMSO, % at 10 µM. 320,000 compounds, 0.065% hits. AID 2029;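 active = GFP response relative to DMSO above a set limit, near the screen mean plus 3 SD, cut at about 150% in these data; inconclusive = Fewer than 70 cells measured for a yeast strain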;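 also: ratio of well median GFP fluorescence to mean of DMSO wells on the plate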
procasp7 counter: activates human procaspase-7, counter-screen for procaspase-3 activators; P55210; recombinant procaspase-7, Ac-DEVD-pNA absorbance 405 nm; D23A/D198A/D206A triple mutant, cannot self-cleave; scale: DMSO 0, 5 µM enzyme 100; activation, % at 8.5 µM; 330,000 compounds, 0.093% hits;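 active = percent activation above the screen-wide mean plus 3 SD, cut at about 25% in these data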
Target sequence (P55210 whole entry D23A/D198A/D206A): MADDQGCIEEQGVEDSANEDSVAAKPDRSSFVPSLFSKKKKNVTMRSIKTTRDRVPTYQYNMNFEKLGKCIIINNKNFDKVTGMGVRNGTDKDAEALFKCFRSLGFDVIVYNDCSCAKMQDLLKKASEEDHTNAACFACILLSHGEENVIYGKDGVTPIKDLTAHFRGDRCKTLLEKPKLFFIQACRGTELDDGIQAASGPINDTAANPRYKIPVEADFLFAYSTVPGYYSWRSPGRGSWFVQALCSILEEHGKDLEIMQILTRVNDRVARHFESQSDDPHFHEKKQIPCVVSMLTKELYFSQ
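Assay system – Uncleavable procaspase-7 mutant enzyme · Quantity – 2 µM procaspase-7 mutant as dispensed · Times – 1 h preincubation, 2 h reaction · Dosing – single nominal 8.5 µM compound dose, 0.8% DMSO final · Buffer or medium – Zinc-free 50 mM HEPES buffer, pH 7.4, with NaCl and Triton X-100 · Detection – Epi-absorbance of released pNA at 405 nm, two timepoints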
Numbers without * were called inactive; ? = inconclusive; / = not tested or not shown; [ ] = another dose, or the depositor's remark.

SMILES	MEP2 TOR yeast	AHR activator	AGP1 TOR yeast	procasp3 activ	RPL19A TOR yeast	LAP4-GFP MLPCN	CIT2-GFP yeast	procasp7 counter
Cc1cccc(CCNC(=O)Cn2ncc3c([nH]c4ccccc43)c2=O)c1	94	6	91	-4	96	86	90	0
O=C(Nc1ccc(C(=O)N2CCCCC2)cc1)Nc1cccc(Cl)c1	94	6	77	-1	100	84	88	-3
CCCC(NC(=O)C(C)Sc1nnnn1C1CC1)c1ccccc1 (configuration not stated)	100	2	99	6	99	99	97	1
COC(=O)C1C(=O)c2c(n[nH]c2C)CC1(C)C (configuration not stated)	104	-2	106	1	102	99	101	12
COCCn1c(SCC(=O)Nc2cccc(F)c2)nc2c(c1=O)SCC2	104	3	84	3	99	87	78	-2
CCC(C)NC(=O)C1CCC(=O)N1Cc1ccc(C)cc1 (configuration not stated)	108	4	91	-6	101	96	98	9
COc1cccc(NC(=O)CN(C)C(=O)CN2C(=O)NC3(CCCC3)C2=O)c1	93	0	97	-1	91	100	91	-1
CC(C)C[C@H](NC(=O)[C@@H](Cc1ccccc1)n1c(=O)[nH]c2ccccc2c1=O)C(=O)N[C@@H](Cc1ccccc1)C(=O)O	118	-1	115	18	102	107	104	-2
COc1ccc(C(=O)Cn2c(NCCO)nc3ccccc32)cc1	103	-1	102	7	99	104	95	-5
CCCCCCCSc1nc(N)cc(=O)[nH]1	101	0	100	8	102	93	105	3
CC1CCCCC1NC(=O)CCCn1c(=S)[nH]c2ccsc2c1=O (configuration not stated)	93	0	101	-1	90	101	92	5
O=C(/C=C1\SC(=O)NC1=O)Nc1ccc(F)cc1	94	-1	95	-1	93	95	94	3
Cn1cccc1Cc1nnc(SCC(=O)NCc2ccccc2)n1-c1ccc(F)cc1	103	0	103	-2	102	104	100	-3
O=C(COC(=O)c1ccc(O)cc1O)Nc1cccc2ccccc12	102	4	104	13	99	102	108	-10
CC1Cc2cc(/C(O)=C3\C(=O)C(=O)N(Cc4ccncc4)C3c3ccccc3F)ccc2O1 (configuration not stated)	111	2	94	-2	100	97	101	-2

Three entries already listed, ordered by their value in LAP4-GFP MLPCN, descending:
SMILES,MEP2 TOR yeast,AHR activator,AGP1 TOR yeast,procasp3 activ,RPL19A TOR yeast,LAP4-GFP MLPCN,CIT2-GFP yeast
COc1ccc(C(=O)Cn2c(NCCO)nc3ccccc32)cc1,103,-1,102,7,99,104,95
COC(=O)C1C(=O)c2c(n[nH]c2C)CC1(C)C (configuration not stated),104,-2,106,1,102,99,101
CCC(C)NC(=O)C1CCC(=O)N1Cc1ccc(C)cc1 (configuration not stated),108,4,91,-6,101,96,98

(further entries)
SMILES	MEP2 TOR yeast	AHR activator	AGP1 TOR yeast	procasp3 activ	RPL19A TOR yeast	LAP4-GFP MLPCN	CIT2-GFP yeast	procasp7 counter
Cc1cccc(C(=O)Nc2nnc(SCC(=O)NCc3ccco3)s2)c1	97	37	96	7	96	106	96	-1
O=S(=O)(Nc1ccc(-n2cccc2)cc1)c1ccc(F)cc1	95	-1	97	1	96	112	88	-4
Cc1ccsc1/C=N\Nc1cn[nH]c(=O)c1Cl	102	1	98	-10	96	102	90	1
CCC(=O)Nc1nn(CC(C)C)c2nc3ccc(C)cc3cc12	105	23	96	6	101	95	99	-2
CCn1c(C)nc2cc(C(=O)NNC(=S)Nc3ccc(C)cc3)ccc21	99	-3	104	6	101	99	110	0
Cc1nn(CC(=O)Nc2ccc(N3CCOCC3)cc2)c(C)c1Cl	113	2	99	-3	111	87	/	-2
CCOC(=O)C(=CNc1cc(C)ccc1[N+](=O)[O-])C(=O)OCC	96	3	97	-12	94	114	98	2
CCc1ccc(OCC(=O)Nc2ccncc2)cc1	86[may fluoresce red and violet]	6	93[may fluoresce red and violet]	8	?	89[may fluoresce red and violet]	?	-4
O=C(NOC(=O)c1ccccc1Cl)c1cccs1	94	0	98	9	95	94	94	-2
CSc1ccc(CN2C(=O)NC3(CCCCC3)C2=O)cc1	103	2	105	7	101	99	92	2
COc1ccc(CNC(=O)C(c2ccc(C)cc2)N(Cc2cccs2)C(=O)c2ccc3c(c2)OCCO3)cc1 (configuration not stated)	106	-1	101	9	103	105	97	7
C/C(=N\NC(=O)c1ccc(C(=O)N/N=C(\C)c2ccco2)o1)c1ccco1	92	108*	90	6	100	86	90	6
COC(=O)c1c(-c2ccsc2)oc2ccc(-c3cc(OC)c(OC)c(OC)c3)cc12	89	26	83	7	97	108	83	-3
Cc1ccccc1NC(=O)c1cn(-c2ccccc2)nc1-c1ccccc1	104	8	101	-3	101	95	102	6
CCOC(=O)c1[nH]c(C)c(C(=O)Nc2ccc(C)c(Cl)c2)c1C	99	19	97	3	93	105	95	6
Cc1ccc(N2CCN(C(=O)CN3C(=O)c4ccccc4C3=O)CC2)cc1	86	3	/	-5	90	99	80	3
CCOC(=O)c1c(CSC(=N)N)n(C)c2cc(Br)c(OC(C)=O)cc12	100	12	110	0	100	106	97	7
COc1ccc(OC)c(S(=O)(=O)Nc2ccccc2O)c1	108	6	77	0	95	108	118	-2
COCCCNc1nc2ccccc2nc1NS(=O)(=O)c1ccc(C)cc1C	103	4	110	-3	105	107	108	2
CC(=O)CSc1nnc(-c2ccc(S(=O)(=O)N3CCCC3)cc2)n1C	104	-3	23	-3	97	93	93	1
CC1CN(C)C(C)CC1OC(=O)C(c1ccccc1)c1ccccc1 (configuration not stated)	98	-2	101	-2	96	102	94	-3
O=C(Nc1cccc(NC(=S)NC(=O)c2cccs2)c1)c1ccccc1	97	22	95	-9	99	84	106	-16
CCCCOC(=O)CCc1n[nH]c(=O)[nH]c1=O	97	-2	110	9	100	101	107	2
Cc1ccc2c(c1)C(=O)C(=O)N2c1ccc(C(F)(F)F)cc1	93	1	97	2	91	93	94	10
C/C=C/COC(=O)c1[nH]c2c(c1C)C(=O)CC(c1ccc(N(C)C)cc1)C2 (configuration not stated)	99	17	112	7	106	107	104	-7
CCCN(C(=O)c1cc(S(=O)(=O)N2CCCCC2)ccc1Cl)C1CCS(=O)(=O)C1 (configuration not stated)	107	3	107	2	107	107	110	9
CCN(CC)S(=O)(=O)c1cc(-c2nn(C)c(=O)c3ccccc23)ccc1C	120	5	105	11	103	103	110	14
CS(=O)(=O)c1ncc(Cl)c(C(=O)Nc2ccc(OC(F)F)cc2)n1	105	12	99	-7	102	104	100	-8
S=c1[nH]nc(-c2ccc3c(c2)OCO3)n1-c1ccccc1	102	0	101	-3	101	95	111	-14
O=C(OCCN1CCOCC1)c1ccc(Cl)cc1Cl	109	-3	101	6	103	96	105	5
O=C(O)CN1CCN(C(c2ccccc2)c2ccccc2)CC1	102	1	100	2	98	97	102	0
O=C(C1CCN(S(=O)(=O)c2cccnc2)CC1)N1CCN(C2CCCC2)CC1	110	-2	102	2	98	99	103	-6
CC(C)Nc1nc(-c2ccncc2)nc(-c2ccccc2)c1C#N	101	14	98	-7	102	96	96	4
O=C(Cn1nc(-c2ccc3c(c2)OCCO3)ccc1=O)Nc1ccc(-n2cnnn2)cc1	104	2	91	6	97	84	96	4
COc1cc(NS(=O)(=O)c2ccc(NC(=O)/C(=C\c3ccccc3OC)NC(=O)c3ccccc3)cc2)nc(OC)n1	100	-5	97	-1	94	98	94	2
O=C(Nc1ccc2c(c1)OCCO2)c1cccnc1Oc1ccc(Cl)cc1	103	8	103	3	103	124	99	4
Cc1cc(Cl)ccc1NC(=O)/C=N/O	98	2	106	5	96	109	93	11
CN1CCN(NC(=O)c2ccc(Cl)s2)CC1	101	0	118	7	100	100	107	6
Cc1ccnc(N2CCCC(C(=O)Nc3ccc(C)c(C)c3)C2)n1 (configuration not stated)	103	7	102	4	100	104	97	9
CCCn1cc(S(=O)(=O)c2ccc(C)cc2)c(=O)c2cc(OC)ccc21	97	-3	87	-2	88	93	91	16
COc1ccc(/C=N/NC(=O)Cc2csc(Nc3cccc(C(F)(F)F)c3)n2)cc1C	103	15	89	6	94	97	90	-8
CCOc1ccccc1OCCCC(=O)N1CCN(S(=O)(=O)c2ccc(C)cc2C)CC1	96	0	102	-1	102	105	96	-3
CC(Cl)C(=O)Nc1cc(C(C)(C)C)nn1-c1ccccc1 (configuration not stated)	99	3	105	0	101	104	101	9
Fc1ccc(-c2nc3nc4ccccc4nc3n2Cc2ccco2)cc1	114	38	106	2	96	112	94	-14
Cc1nc2cc(NC(=O)COc3ccc(C#N)cc3)ccc2n1-c1ccccc1	101	-5	106	1	99	96	99	0
Cc1ccc(/C=C2\SC(N)=NC2=O)s1	110	9	99	-8	102	104	107	-1
Cc1cccc(-n2nc3c([n+]2[O-])CCc2nonc2-3)c1C	96	2	99	7	98	88	99	-2
COC(=O)Nc1ccc(S(=O)(=O)N2CCCC(C(=O)NCC3CCCO3)C2)cc1 (configuration not stated)	100	-3	104	10	100	102	98	10

Record cards, from the list above:
Shown for O=C(/C=C1\SC(=O)NC1=O)Nc1ccc(F)cc1 → MEP2 TOR yeast: 94; AHR activator: -1; AGP1 TOR yeast: 95; procasp3 activ: -1; RPL19A TOR yeast: 93; LAP4-GFP MLPCN: 95; CIT2-GFP yeast: 94; procasp7 counter: 3
Shown for CC1Cc2cc(/C(O)=C3\C(=O)C(=O)N(Cc4ccncc4)C3c3ccccc3F)ccc2O1 (configuration not stated) → MEP2 TOR yeast: 111; AHR activator: 2; AGP1 TOR yeast: 94; procasp3 activ: -2; RPL19A TOR yeast: 100; LAP4-GFP MLPCN: 97; CIT2-GFP yeast: 101; procasp7 counter: -2
Shown for CCn1c(C)nc2cc(C(=O)NNC(=S)Nc3ccc(C)cc3)ccc21 → MEP2 TOR yeast: 99; AHR activator: -3; AGP1 TOR yeast: 104; procasp3 activ: 6; RPL19A TOR yeast: 101; LAP4-GFP MLPCN: 99; CIT2-GFP yeast: 110; procasp7 counter: 0
